# CHO-K1 Ca ag – nonselective activator or artifact in parental CHO-K1 cells | Fluo-8 calcium fluorescence; scaled to maximal ATP response, vehicle zero | activation, % at 3 µM | actives 0.48% (n = 360,000) | AID 602248; in the data active means activation above about 15%;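 further: untransfected CHO-K1 host cells lacking M1 receptor as counterscreen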
# TAAR1 antagonist – antagonists of human TAAR1. Q96RJ0. CHO RD-HGA16 TAAR1, Fluo-8 calcium fluorescence, antagonist. inhibition, % at 3 µM. actives 1.5% (n = 360,000). AID 624466;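 active means inhibition above a per-plate cutoff, the mean inhibition of test compounds on that plate plus 3 SD, cut at about 49% in these data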;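 further: 0% = DMSO plus EC80 beta-PEA response and 100% = DMSO alone without agonist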
#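 Test system – hTAAR1-expressing CHO RD-HGA16 cells, Gα16-coupled · Reagent – β-PEA at EC80 concentration, post-compound challenge · Compound dosing – 3 µM, single point · Timing – 140 s kinetic read after compound, 140 s after agonist · Detection – Fluo-8 intracellular calcium dye fluorescence, real-time kinetic reads · Control set – DMSO and EC80 PEA controls · Repeats – n of 1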
# OXTR potentiate – potentiates the human oxytocin receptor response. actives 0.061% (n = 320,000). activation, % at 3 µM. AID 2445. CHO-OTR cells, Fluo-8 calcium fluorescence, potentiator mode; 0% = oxytocin EC15, 100% = EC100;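 active means activation above that plate's cutoff, the mean activation of tested compounds plus 3 SD, cut at about 6.6% in these data, passing the limit was not always enough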;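 further: 100% uses oxytocin at 75 nM as the full agonist control; some results filed as inactive read as strong as hits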
# Target sequence (P30559 whole entry, looked up): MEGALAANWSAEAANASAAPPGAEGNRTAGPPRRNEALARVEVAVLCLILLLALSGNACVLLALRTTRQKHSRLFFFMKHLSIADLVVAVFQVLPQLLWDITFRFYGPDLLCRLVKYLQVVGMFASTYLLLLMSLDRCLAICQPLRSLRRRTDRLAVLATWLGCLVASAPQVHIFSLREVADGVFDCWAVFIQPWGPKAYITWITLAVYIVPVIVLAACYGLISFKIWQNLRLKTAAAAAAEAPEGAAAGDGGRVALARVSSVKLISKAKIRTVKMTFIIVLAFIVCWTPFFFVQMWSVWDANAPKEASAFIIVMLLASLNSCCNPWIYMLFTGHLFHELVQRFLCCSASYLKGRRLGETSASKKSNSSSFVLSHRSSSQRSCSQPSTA
#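 System: human OTR in CHO cells; Also added: sub-maximal oxytocin, roughly EC15; Timing: compound 6 min at room temperature before oxytocin, 100 s read; Technique: Fluo-8 intracellular calcium fluorescence, ex 470-495, em 515-575 nm; Controls: oxytocin EC15 low and EC100 high; Replication: singlicate.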
# CHO-K1 Ca antag – counter-screen for M1 antagonists: effect in parental CHO-K1 cells. ATP-induced calcium, Fluo-8 fluorescence. inhibition, % at 3 µM. actives 0.6% (n = 360,000). AID 602250;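 active means inhibition above a per-plate cutoff, the plate's mean sample inhibition plus 3 SD, cut at about 24% in these data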;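 further: 0% = DMSO plus EC80 ATP and 100% = DMSO alone without ATP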
# CHRM1 antagonist – blocks human M1 muscarinic receptor; CHO-K1 hM1, Fluo-8 calcium fluorescence, ACh EC80 antagonist; inhibition, % at 3 µM; actives 1.3% (n = 360,000);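 active means percent inhibition above its own plate's cutoff, namely the mean of that plate's compound wells plus 3 SD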;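 further: peak over basal fluorescence ratio during 140 s after agonist addition; 0% = ACh EC80 plus DMSO and 100% = DMSO alone without agonist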
# Target sequence (P11229 whole entry, looked up): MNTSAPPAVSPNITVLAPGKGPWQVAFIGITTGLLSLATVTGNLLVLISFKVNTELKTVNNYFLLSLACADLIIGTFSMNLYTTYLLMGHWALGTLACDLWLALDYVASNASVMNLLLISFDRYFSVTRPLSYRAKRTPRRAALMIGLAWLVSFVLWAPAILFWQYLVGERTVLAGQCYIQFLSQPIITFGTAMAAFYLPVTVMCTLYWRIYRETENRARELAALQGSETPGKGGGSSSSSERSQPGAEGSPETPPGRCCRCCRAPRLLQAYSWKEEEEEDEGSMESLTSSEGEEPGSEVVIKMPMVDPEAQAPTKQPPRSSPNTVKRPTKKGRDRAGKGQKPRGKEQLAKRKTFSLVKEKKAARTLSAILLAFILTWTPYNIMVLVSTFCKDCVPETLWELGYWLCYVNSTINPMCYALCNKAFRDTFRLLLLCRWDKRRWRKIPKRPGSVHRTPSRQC
# CHO parental Ca – counter-screen: ATP calcium response change in parental CHO cells; actives 0.63% (n = 330,000); inhibition, % at 5.6 µM; parental CHO-K1, ATP-induced calcium, Fluo-8 fluorescence; AID 463079;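 active means inhibition above that plate's mean sample inhibition plus 3 SD, cut at about 26% in these data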;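 further: 0% = ATP-challenged DMSO wells and 100% = DMSO wells without ATP; some compounds past the cut are filed as inactive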
#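 Assay system – parental CHO cells · Reagent – ATP stimulus · Detection – intracellular calcium via Fluo-8 no-wash fluorescent dye · Evaluation – percent inhibition of ATP-evoked calcium rise, normalized to controls · Controls – ATP wells versus no-ATP DMSO wells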
# TAAR1 ag – human TAAR1 agonism; AID 624467; actives 0.99% (n = 360,000); activation, % at 3 µM; Q96RJ0; CHO RD-HGA16 TAAR1, Fluo-8 calcium fluorescence; vehicle wells 0%, saturating PEA agonist 100%;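 active means activation above the mean activation of all test compounds in the run plus 3 SD, cut at about 38% in these data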
#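 Assay system: CHO-derived RD-HGA16 cells with stable Gα16 and human TAAR1; timing: 17-24 h seeding, 75 min 37 °C dye, 30 min RT; read-out: % activation from peak over basal fluorescence ratio, DMSO-to-PEA scaled; measured by: kinetic Fluo-8 calcium fluorescence; benchmarks: low control DMSO, high control PEA (EC100); doses: 3 µM single concentration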
# CHO-K1 Ca PAM – nonselective activator or artifact in parental CHO-K1 calcium assay; ATP EC20, Fluo-8 calcium fluorescence; 0% at ATP EC20, 100% at ATP max; activation, % at 3 µM; actives 0.02% (n = 360,000);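 active means activation above the run cutoff, the mean activation of all test compounds plus 3 SD, cut at about 40% in these data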;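 further: peak over basal fluorescence ratio in a 140 s read after ATP addition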
# CHRM1 agonist – agonists of human M1 muscarinic receptor; P11229; CHO-K1 hM1, Fluo-8 calcium fluorescence, agonist mode; 0% DMSO, 100% acetylcholine EC100; activation, % at 3 µM; actives 0.33% (n = 360,000);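 active means activation above the run's mean compound activation plus 3 SD, cut at about 16% in these data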;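 further: peak over basal fluorescence ratio within a 140 s kinetic read after compound addition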
# Numbers without * were called inactive; x = no result given.
SMILES,CHO-K1 Ca ag,TAAR1 antagonist,OXTR potentiate,CHO-K1 Ca antag,CHRM1 antagonist,CHO parental Ca,TAAR1 ag,CHO-K1 Ca PAM,CHRM1 agonist
CC1SCCN1S(=O)(=O)c1ccc2ccccc2c1 (stereo not given),-0.4,10,-10,7,-2,-5,2,6,-3
CCOC(=O)CNC(=O)Cn1cnc2ccc(S(=O)(=O)N3CCC(C)CC3)cc2c1=O,0.4,-14,-14,-10,-15,-21,-1,11,-3
Cc1ccc(S(=O)(=O)N2C[C@H]3C(=O)C[C@@H]4C(=O)N(c5ccccc5)C(=O)[C@@H]4[C@@H]3C[C@H]2c2cccs2)cc1,1.5,18,x,9,-3,x,5,11,-7
COc1ccc(/C=C/C(=O)OCC(=O)NC2CCCC2)cc1OC,-0.1,10,-4,1,-1,-3,1,-6,0
Nc1nnc(CC(=O)N/N=C/c2ccc(-c3ccccc3)o2)s1,0.0,-6,-3,1,-7,-7,4,11,-7
CCc1ccc(Nc2nc(N)nc(CSc3nnnn3-c3ccccc3)n2)cc1,0.2,-4,-14,-9,-24,-17,10,9,-3
O=C(CSc1nnc2ccccn12)NC(=O)Cc1ccccc1,1.7,-19,3,-18,-4,4,2,6,0
CCN(CC)c1ccc2c(c1)OC(N)=C(C#N)C2c1cccnc1 (stereo not given),17*,-7,-12,-10,-4,20,64*,19,22*
OCCCNc1ncnc2c1ncn2[C@H]1CN(Cc2ccncc2)C[C@@H](CO)O1,0.4,-2,x,-4,-11,x,1,8,-1
CCN(CC)CCCNc1nc(-c2ccccc2)nc2ccccc12,0.8,-30,-2,-1,-2,-11,16,5,-2
COC(=O)c1c(-c2ccc(OC)cc2)sc2cc(OC)c(OC)cc12,-0.7,9,-5,2,6,-33,6,-18,-4
CNC(=O)c1ccccc1F,-0.1,2,-10,0,-8,11,4,9,-3
CCOC(=O)CNS(=O)(=O)c1ccc(S(=O)(=O)N2CCCC2)cc1,1.0,-10,0,-18,-9,-8,6,14,-9
O=C(CN1CCN(c2ccccc2F)CC1)NC(=O)NC1CCCCC1,-0.4,-6,1,-9,-26,-10,3,-5,-3
CSc1sc(C)cc1C1C(C#N)=C(N)N(c2cccnc2)C2=C1C(=O)CCC2 (stereo not given),0.2,-8,-1,-18,-2,-13,4,23,0
O=C(N/N=C/c1cn(Cc2ccccc2)c2ccccc12)c1ccncc1,2.8,-7,-14,-16,-9,-19,1,12,-1
CC(C)C[C@@H](CNCC(=O)[C@H](CC(C)C)NC(=O)c1[nH]cnc1C(=O)N[C@H](CN)CC(C)C)NC(=O)c1nc[nH]c1C(=O)N[C@@H](Cc1ccccc1)C(=O)O,0.2,-6,x,-17,-10,x,2,31,-1
O=C(NC1CCCCCCC1)c1ccc(Br)cc1,-0.6,-22,4,6,-19,8,0,6,-3
CC(CCN1C(Nc2ccccc2)=NC[C@@H]1Cc1ccccc1)c1ccccc1 (stereo not given in full),0.6,9,-6,11,37*,-31,27,-13,-14
Cc1nn(CC(=O)N2CC(=O)Nc3ccccc32)c(C)c1[N+](=O)[O-],0.3,-7,-10,-16,4,16,2,4,-8
CCCc1nnc(SCC(=O)Nc2ccc(NC(C)=O)cc2)n1-n1cccc1,0.8,-9,-9,-6,-5,-19,5,-3,1
CC(C)c1nnc(NC(=O)CSc2nc3ccccc3[nH]2)s1,7.4,-5,0,6,3,-19,4,14,-12
COc1cccc(NC(=O)c2nn(C34CC5CC(CC(C5)C3)C4)cc2[N+](=O)[O-])c1,-0.4,13,-3,3,-11,-14,7,0,-6
O=C(c1cc(-c2ccc3c(c2)OCO3)on1)N1CCN(c2ccccc2)CC1,2.3,31,-4,-6,5,-16,7,-5,-5
CCOc1cc(N2CCOCC2)c(OCC)cc1NC(=O)COC(=O)c1ccc(Cl)cc1N,-0.1,2,-11,7,-9,-9,1,-2,-2
SMILES,CHO-K1 Ca ag,TAAR1 antagonist,OXTR potentiate,CHO-K1 Ca antag,CHRM1 antagonist,CHO parental Ca,TAAR1 ag,CHO-K1 Ca PAM,CHRM1 agonist
COCCn1nnnc1C(c1cccs1)N1CCN2CCCC2C1 (stereo not given),9.2,-16,-2,15,17,-7,4,10,-13
CCN(CC)S(=O)(=O)c1ccc2c(c1)N(CC(=O)NCc1ccccn1)C(=O)CO2,0.7,-3,-4,-12,-15,-3,2,16,-1
COc1ccc(C(=O)NCC(=O)Nc2cccc(S(=O)(=O)N3CCCC3)c2)cc1,8.1,3,3,6,-1,-11,1,-2,-6
OCC1(O)OC[C@@H](O)[C@H]1O (stereo not given in full),0.1,-5,-1,1,-1,-5,2,11,-2
CC(=O)N/C(=C\c1ccccc1)C(=O)OCC(=O)c1c(N)n(CC(C)C)c(=O)n(C)c1=O,0.3,-7,5,-2,-7,-9,5,16,-2
COc1ccccc1CNC(=O)C(=O)Nc1nccs1,-0.4,-6,-5,12,-4,-7,4,-16,0
COc1ccc(C(CNC(=O)c2cccc(S(=O)(=O)Nc3ccccc3OC)c2)N2CCCC2)cc1 (stereo not given),-0.1,2,-13,-4,3,-16,1,8,-8
Cc1ccn2c(=O)nc(SCC(=O)N3CCCCC3)nc2c1,-0.4,-7,1,4,-2,-5,1,14,-1
CN(C)C(=O)c1ccc(NC(=O)c2cncc(Br)c2)cc1,1.0,-8,-1,-2,1,-4,22,26,-4
CCOc1ccc(Nc2nc(Cc3nnc(SCC(=O)c4ccc(C)c(C)c4)o3)cs2)cc1,3.0,29,-11,21,27,29*,1,-11,-4
COC(=O)c1cc2n(n1)CCCNC2=O,-0.2,3,0,-12,-9,-7,13,19,-3
COc1cccc(N(C(=O)Cn2nnc(-c3ccc(Cl)cc3)n2)C(C(=O)NCC2CCCO2)c2ccc(C)cc2)c1 (stereo not given),1.4,-1,-9,-1,8,-16,13,1,-1
CC(CCN1C(Nc2ccccc2)=NC[C@@H]1C)c1ccccc1 (stereo not given in full),0.7,3,3,-8,9,-12,1,3,-10
O=C(NNC(=O)c1ccccc1Cl)c1ccc2c(c1)OCCO2,0.2,4,-8,-6,8,2,2,-8,-2
CC1(C)Cc2c(cnn2-c2cccc(F)c2)C(NC(=O)CCN2CCCC2=O)C1 (stereo not given),0.6,-6,-3,-5,-6,10,0,4,-2
Cc1ccc(S(=O)(=O)N2CCN(C(=O)COC(=O)/C=C/c3ccccc3[N+](=O)[O-])CC2)c(C)c1,3.8,7,-11,-15,-10,-19,1,-3,-2
COc1ccc(C(=O)NCCSC2CCCCC2)cc1,0.3,-1,-5,5,-9,-2,-2,-3,-10
CC1CC(=O)N(C)c2ccc([N+](=O)[O-])cc2N1 (stereo not given),1.0,-12,-4,-2,-6,-7,-1,23,-2
COc1cccc(C(O)c2cnc(C(C)C)n2C)c1OC (stereo not given),1.0,-16,-7,-10,-2,10,19,25,-9
Cc1ccccc1[C@@]1(C)ON(c2ccccc2C(F)(F)F)C1=O,-0.3,10,-6,15,-2,-2,8,-22,-1
Oc1cccc2c(-c3nn[nH]n3)ccnc12,0.2,-13,-1,-6,11,-1,6,7,-3
Cc1cc(C)c2c(c1)C(=O)/C(=C/c1ccc(C(=O)O)cc1)CC2,0.8,-5,1,-2,-14,-4,2,13,0
CC(=O)N1CCc2cc(S(=O)(=O)Nc3cccc(C(F)(F)F)c3)ccc21,6.4,32,-19,4,-10,-2,9,6,3
CCOC(=O)C1/C(=N\O)CC(C)(O)C(C(=O)OCC)C1c1ccc(N(C)C)cc1 (stereo not given),1.1,14,-13,6,-7,-6,3,-6,0
Cn1cc(CNC(=O)c2sc3cccc(Cl)c3c2Cl)cn1,0.0,-3,-1,7,-5,-18,8,-2,-4
SMILES,CHO-K1 Ca ag,TAAR1 antagonist,OXTR potentiate,CHO-K1 Ca antag,CHRM1 antagonist,CHO parental Ca,TAAR1 ag,CHO-K1 Ca PAM,CHRM1 agonist
CCC(C)(C(=O)NC1CCCCC1)N(Cc1cccs1)C(=O)CC1NC(=O)NC1=O (stereo not given),0.6,-6,3,-6,3,3,2,13,-5
O=C(Nc1ccc(Cl)cc1)C1C2CCCCC21 (stereo not given),0.2,59*,-22,-7,-6,62*,57*,-19,-6
O=C1C2CCCN2C(c2ccc(F)cc2)N1c1nccs1 (stereo not given),0.3,-10,-11,-9,-4,-8,2,12,-2
COc1ccc(C(C)C)cc1S(=O)(=O)N1CC(C)OC(C)C1 (stereo not given),-0.2,-1,2,-11,2,-1,-1,-10,-5
COc1cccc(C2=NOC(C(=O)NCCN3CCOCC3)C2)c1 (stereo not given),0.4,21,0,-5,-3,-7,6,12,0
COc1ccccc1C(=O)NCC(=O)OC(C)C(=O)N1CCOCC1 (stereo not given),0.6,-3,-7,2,2,-9,7,7,1
COc1ccc(NC(=O)CSc2ccc3nnc(CCNC(=O)c4ccccc4)n3n2)cc1,0.6,-3,-12,-7,1,-14,1,9,-3
Cc1ccc(S(=O)(=O)N2CCCCC2)cc1NC(=O)Cn1cc(C(F)(F)F)ccc1=O,0.4,-12,-7,-4,-4,-2,3,-9,-3

# Assay outcomes as filed in PubChem BioAssay.
